# MT1-MMP act inh – blockers of MT1-MMP proenzyme processing, primary screen, HT1080 RFP-PRO-GFP cells, GFP/RFP fluorescence. AID 651647, 2012. GFP/RFP ratio fluorescence, overnight; percent of plate control window, DMSO zero. GFP/RFP ratio change, % at 20 µM. Matrix metalloproteinase-14 (Homo sapiens), P50281. 360,000 tested, 0.061% active;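 active = GFP/RFP ratio change of at least 30% with cell ATP level not reduced by more than half and red fluorescence within 50% of control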; also: strong numbers were not always called active
#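 Assay system: HT1080 cells carrying an RFP-PRO-GFP reporter | Dosing: Single dose of 20 µM compound, 1% DMSO final | Incubation: Cells overnight before dosing, compound overnight, 37 °C, 5% CO2 | Evaluation: GFP/RFP fluorescence ratio | Control set: DMSO and RFP-L50D-GFP cell wells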
# FAS-TE inh – FAS thioesterase domain inhibitors, primary screen, biochemical, fluorescence intensity, uHTS; inhibition, % at 15 µM; AID 602261, 2012; 360,000 tested, 0.67% active; recombinant FAS-TE, OMFH fluorogenic substrate, fluorescence endpoint;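 active = compounds whose normalised, plate-corrected inhibition of enzyme fluorescence in the single-dose primary screen is 50% or more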;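 also: 0% = DMSO with enzyme and 100% = substrate without enzyme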
# E coli Lon inh – inhibitors of E. coli Lon protease, primary screen, biochemical, fluorescence polarization | purified E. coli Lon protease | inhibition, % at 7.94 µM | AID 602123, 2011 | 360,000 tested, 0.42% active | P0A9M0; in the data active = inhibition above about 13%, passing the limit was not always enough;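 also: 0% = enzyme with probe and DMSO and 100% = no enzyme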
# Target sequence (P0A9M0 whole entry, looked up): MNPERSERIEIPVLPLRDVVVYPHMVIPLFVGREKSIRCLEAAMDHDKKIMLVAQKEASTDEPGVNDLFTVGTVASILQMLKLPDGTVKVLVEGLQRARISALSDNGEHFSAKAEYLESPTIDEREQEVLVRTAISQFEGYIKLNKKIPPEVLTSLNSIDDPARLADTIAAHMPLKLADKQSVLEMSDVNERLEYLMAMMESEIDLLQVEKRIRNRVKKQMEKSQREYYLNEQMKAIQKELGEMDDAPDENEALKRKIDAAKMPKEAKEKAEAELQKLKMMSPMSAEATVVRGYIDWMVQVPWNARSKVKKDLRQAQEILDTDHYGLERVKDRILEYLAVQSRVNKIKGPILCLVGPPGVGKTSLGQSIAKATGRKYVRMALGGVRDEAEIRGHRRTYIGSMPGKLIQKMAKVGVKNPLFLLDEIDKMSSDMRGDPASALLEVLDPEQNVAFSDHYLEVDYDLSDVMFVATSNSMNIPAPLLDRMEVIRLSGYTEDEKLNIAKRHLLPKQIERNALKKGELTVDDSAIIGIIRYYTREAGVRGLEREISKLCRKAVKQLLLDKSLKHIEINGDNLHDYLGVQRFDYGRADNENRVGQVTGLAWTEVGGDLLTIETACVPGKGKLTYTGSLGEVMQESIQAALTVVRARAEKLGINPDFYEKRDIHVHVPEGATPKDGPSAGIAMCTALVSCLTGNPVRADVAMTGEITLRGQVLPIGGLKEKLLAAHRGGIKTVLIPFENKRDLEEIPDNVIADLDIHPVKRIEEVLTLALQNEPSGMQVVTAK
# MsrA inh – bovine MsrA enzyme inhibitors, primary screen, biochemical, absorbance, HTS; AID 651718, 2012; inhibition, % at 15.5 µM; Methionine sulfoxide reductase A (Bos taurus); 360,000 tested, 0.75% active; purified bovine MsrA, absorbance read-out; in the data active = inhibition above about 4.5%;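 also: 0% = vehicle wells with enzyme and 100% = reference inhibitor wells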
# SKN-1 inh – suppressors of acrylamide-induced Pgst-4::GFP reporter in worms, primary screen, SKN-1 inhibitor project, whole organism, uHTS, GFP/RFP fluorescence ratio, strain VP596; inhibition, % at 21.8 µM; 360,000 tested, 0.49% active; AID 624304, 2012; C. elegans VP596 Pgst-4::GFP/RFP ratio, 24 h;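 active = interference check ratio from 0.5 to 1.5 plus GFP to RFP signal ratio inhibition reaching or exceeding a fixed threshold, cut at about 30% in these data, passing the limit was not always enough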; also: some compounds called inactive have numbers as strong as hits
# bovine MsrA act – bovine MsrA enzyme activators, primary screen, biochemical, absorbance, HTS; Methionine sulfoxide reductase A (Bos taurus); purified bovine MsrA, absorbance read-out; activation, % at 10.6 µM; 360,000 tested, 0.3% active; AID 602163, 2012; in the data active = activation above about 7.5%;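 also: 0% = vehicle and 100% = reference activator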
# CendR NRP1 mod – modulators of CendR peptide binding to NRP-1, primary screen, biochemical, fluorescence polarization, uHTS; Neuropilin-1 (Homo sapiens), O14786; FAM-RPARPAR peptide binding to NRP-1; inhibition, % at 25 µM; 360,000 tested, 0.85% active; AID 602438, 2012;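 active = inhibition or corrected inhibition above about 18%, plus a signal ratio from 0.5 to 1.5, limit read from the data, passing the limit was not always enough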; also: strong numbers were not always called active
# TbMetRS inhib – T. brucei MetRS inhibitors, primary screen, biochemical, luminescence; 360,000 tested, 0.4% active; purified T. brucei MetRS, ATP depletion, Kinase-Glo luminescence; inhibition, % at 11.9 µM; methionyl-tRNA synthetase (Trypanosoma brucei brucei);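 active = inhibition above a per-plate cutoff of the control wells' mean inhibition plus 3 SD, cut at about 5.5% in these data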;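 also: 0% = DMSO wells median and 100% = median of wells with control inhibitor compound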
#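 Dosing: 11.9 µM single point; system: parasite MetRS enzyme; technique: luminescence of leftover ATP; times: 15 min enzyme-compound preincubation, 2 h reaction, 10 min detection, 25 °C; replicates: each compound tested once; read-out basis: percent inhibition relative to median high and low control wells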
# PABP1 MLLE inh – inhibitors of PABP1 MLLE–PAM2 peptide binding, primary screen, biochemical, fluorescence polarization, FITC-PAM2, GST-MLLE; inhibition, % at 20 µM; 360,000 tested, 0.36% active; in the data active = inhibition above about 35%, passing the limit was not always enough;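 also: plate controls were DMSO wells with GST-MLLE for no effect and wells lacking GST-MLLE protein for full effect; some results filed as inactive read as strong as hits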
# * marks the source's active call; other numbers are inactive results; / = not tested or not shown.
Molecule,MT1-MMP act inh,FAS-TE inh,E coli Lon inh,MsrA inh,SKN-1 inh,bovine MsrA act,CendR NRP1 mod,TbMetRS inhib,PABP1 MLLE inh
Cc1ccc2nc(-c3ccc(N4C(=N)SC5CS(=O)(=O)CC54)cc3)sc2c1 (centres undefined),-2,-27,-2,0.8,-3,-3,-5,-0.2,-9
Cc1cc(C)cc(NS(=O)(=O)c2ccc3[nH]cc(C(=O)N4CCc5ccccc54)c(=O)c3c2)c1,0,6,9,0.8,12,-4,-9,0.8,1
CCOC(=O)c1ccc2ncc(C(=O)OCC)c(NCc3ccco3)c2c1,1,7,-3,1.3,8,-1,6,-0.2,7
COc1ccc(S(=O)(=O)Nc2ccccc2C(=O)NCc2cccnc2)cc1,3,-2,-11,-0.5,21,-1,8,-0.3,-2
CCCCc1nnc(NC(=O)CCc2ccccc2)s1,-2,-5,3,-0.1,13,-9,-12,-1.3,-3
CC(=O)c1ccc(NC(=O)CNCC(c2ccccc2)N(C)C)cc1 (centres undefined),-11,-3,1,0.1,9,0,-11,-0.8,5
O=[N+]([O-])c1ccccc1OCCCN1CCc2ccccc2C1,-1,10,-9,1.0,-5,-5,-7,-0.7,-2
O=C(NN=C1C2CC3CC(C2)CC1C3)c1ccncc1,10,-1,-7,0.3,-2,-1,16,-0.9,-6
CCOC(=O)Cc1[nH]nc2c1C(c1cc(OC)ccc1OC)C(C#N)=C(N)O2 (centres undefined),-5,-7,-9,-1.4,-8,-2,2,-0.2,10
NC(=O)c1ncn([C@@H]2O[C@H](CNCc3ccccc3OCc3ccc(Cl)cc3Cl)[C@@H](O)[C@H]2O)n1,2,-8,-3,1.5,2,-1,-10,-0.1,6
CC1(C(=O)NS(=O)(=O)c2ccc(Br)cc2)CCN1C(=O)C1(c2ccccc2)CC1 (centres undefined),-3,-10,7,0.7,0,-6,-6,-0.3,-2
CC1CCc2nc(NC(=O)CN3CCN(c4ccc(F)cc4)CC3)sc2C1 (centres undefined),14,85*,-2,-0.2,19,-1,3,0.0,11
CN(Cc1c(F)cccc1Cl)C(=O)c1cnc2ccccc2n1,2,2,-3,-0.5,-2,-4,-7,0.0,-6
Cc1ccc(S(=O)(=O)CCC(=O)Nc2nnc(-c3ccccc3S(C)(=O)=O)o2)cc1,1,-6,-10,0.3,2,-3,-6,-0.3,-10
COc1ccc(CCNS(=O)(=O)c2ccc(OC)c(OC)c2)cc1OC,1,-2,-3,0.6,-2,-4,3,-0.8,-11
Cc1sc(NC(=O)Cn2nc(C(F)(F)F)cc2C)c(C(=O)OC(C)C)c1C,-2,13,6,-1.3,0,3,2,-0.8,3
CCCCCC[n+]1c(-c2ccccc2)csc1Nc1ccccc1,-8,30,1,0.9,-1,1,0,-0.4,-12
COc1cccc(C(=O)Nc2ccc(N3CCN(Cc4ccccc4)CC3)cc2)c1,1,9,1,-0.1,12,-2,-7,-0.4,3
COC(=O)c1c(-c2ccccc2)[nH]c(-c2nccc3ccccc23)c1C(=O)OC,-6,-5,7,0.9,13,-5,-2,0.3,-11
Cn1c(C(=O)NC2CCCCC2)cc2c(=O)n(C)c3ccccc3c21,0,2,-5,1.0,9,1,-11,-0.2,-8
CC(NC(=O)c1ccc(N)cc1)c1ccccc1 (centres undefined),3,-5,-10,0.4,-9,-3,-12,-0.2,2
Cc1ccc(-c2csc3nc(CN(C)Cc4ccccc4)[nH]c(=O)c23)cc1,-7,8,-1,-0.2,15,-1,-31,-0.4,-28
O=C(C1CCCN(S(=O)(=O)c2cccc3nonc23)C1)N1CCN(c2ccccc2Cl)CC1 (centres undefined),16,18,3,1.5,2,-5,-3,-0.3,0
CCN1CCN(c2ccc(NC(=O)c3ccc(C#N)cc3F)cc2Cl)CC1,2,-1,1,1.0,-2,-3,9,-0.2,13
CC(C)CC1C(=O)N(Cc2cn(Cc3ccco3)nn2)CCS(=O)(=O)N1Cc1ccc(-c2ccccc2)cc1 (centres undefined),-2,15,-4,0.0,8,-1,-19,-0.5,0
Cc1cc(C(=O)OCC(=O)NCc2ccccc2)c(C)o1,4,0,-4,-0.1,6,-1,-4,0.0,7
Cc1ccsc1/C=C1\SC(N2CCOCC2)=NC1=O,0,-2,4,2.5,16,-1,-1,-0.8,16
COc1ccc(CNCC(O)(c2ccccc2)c2ccccc2)cc1,1,0,9,1.5,0,7,-1,-0.4,5
COc1ccc(NC(=O)C2CC(=O)N/C(=N/N=C/c3ccco3)S2)cc1 (centres undefined),3,-2,-1,5.1*,2,-8,-13,-0.4,7
NC(=O)C1CCN(C(=O)COc2ccc3ccc(=O)oc3c2)CC1,3,-6,-9,1.1,-3,-7,-9,-2.2,9
O=C1c2ccccc2C(=O)N1CC(O)CN1CCOCC1 (centres undefined),-9,-6,-8,-0.9,2,-4,-2,-0.3,6
COc1ccc(OCC(=O)OCC(=O)Nc2ccc3[nH]c(=O)[nH]c3c2)cc1,0,-8,-2,-0.6,13,-4,7,-0.3,-19
COc1ccc(C(=O)NNC(=O)CSc2nnc(COc3ccc4ccccc4c3)n2C)cc1,-1,-9,-6,-0.6,-6,-12,5,-1.2,-79
CCn1c(C)c(P(=O)(N2CCOCC2)N2CCOCC2)c2ccccc21,-1,-5,5,-0.5,-8,-4,0,0.3,-25
COc1cccc(N2CCN(C(=O)C3CCN(S(=O)(=O)c4cccs4)CC3)CC2)c1,1,0,-7,0.2,2,-6,2,-1.4,-17
CSc1nc2[nH]c(=O)[nH]c2c(=O)[nH]1,2,-6,1,-0.1,7,0,7,-0.4,-4
COc1ccc2cc(S(=O)(=O)NCCCN3CCOCC3)ccc2c1,7,-6,0,0.7,1,-5,-5,-0.4,-8
CCn1c(CSc2nc3ccccc3s2)n[nH]c1=S,2,-2,-2,-0.3,10,4,2,0.2,3
COc1ccccc1OCCNC(=O)CN1C(=O)NC2(CCCCC2)C1=O,0,-6,-7,-0.9,-6,-3,13,0.2,11
CCOC(=O)N1CCN(C(=O)CS(=O)(=O)Cc2nc(-c3ccccc3C)oc2C)CC1,2,-6,3,-0.9,5,-7,10,-0.2,7
Cc1cc(=O)[nH]c(N/N=C/c2c(O)n(-c3ccccc3)c(=O)c3ccccc23)n1,-39,-6,-50,0.5,4,-6,-93,-0.1,-125
COc1ccc(N(CC(=O)NCc2ccco2)S(C)(=O)=O)cc1OC,-1,-8,13,-0.5,1,-3,-18,-0.5,8
Cn1c(=O)c2c(SCCN3CCOCC3)nc(C3CCCC3)nc2n(C)c1=O,0,6,-1,-1.3,3,-1,0,-0.8,5
CN(C(=O)CSc1nnc(-c2ccco2)o1)C1CCCCC1,2,-2,-5,0.6,12,0,0,-0.2,9
O=C(NCC1CCCO1)c1nn2c(C(F)(F)F)cc(-c3cc(Br)cs3)nc2c1Br (centres undefined),-15,-5,-2,0.3,11,-3,35*,-0.2,-26
COCC(=O)N(C)C[C@H]1Oc2ncc(Br)cc2C(=O)N([C@@H](C)CO)C[C@H]1C,2,-7,2,-0.7,-2,-3,-11,0.6,4
COC(=O)[C@H](CCSC)NC(=O)Nc1ccc(OC)c(Cl)c1,0,-4,-9,0.5,4,-1,24*,-1.0,6
CCC(CO)Oc1cc(NC(=O)c2cccc(OC)c2)c2ncn(C(C)C)c2c1 (centres undefined),7,-3,-16,-1.6,3,-2,-4,-0.1,7
O=C(Nc1ccc(OC(F)F)c(Cl)c1)c1ccccn1,3,4,0,0.2,59*,-11,-3,-0.5,7
CCN1CCN(C(c2ccc(OC)cc2)C(O)C(=O)c2c[nH]c3ccccc23)CC1 (centres undefined),-5,-1,-8,/,-17,2,9,0.4,-3
CCOCCCNC(=O)/C=C1\Sc2ccccc2N(Cc2ccccc2F)C1=O,5,7,0,0.1,-25,-3,-10,-0.6,2
COc1ccccc1-c1ccc(=O)n(CC(=O)NCc2ccco2)n1,0,-3,8,1.5,11,-3,5,0.6,-1
O=C(NC1CCCCC1)C(c1cccnc1)N(C(=O)CCl)c1cccc(Cl)c1 (centres undefined),-21,38,-7,-1.3,6,2,-5,0.0,13
Cc1ccc(NC(=O)C2CC(=O)NC(N3CCCCC3)=N2)cc1Cl (centres undefined),1,-6,-4,1.5,-3,-4,6,-0.3,-2
Cc1cc(SCC(=O)N/N=C/c2ccc(O)cc2O)c(C)cc1Br,3,21,0,-0.2,-5,1,-3,52*,-2
CC(C)(C)c1ccc(C(=O)NCC(=O)O)cc1,-3,-6,-2,-0.6,-1,-11,-10,-0.9,1
O=C(CSc1nccn1-c1ncc(C(F)(F)F)cc1Cl)c1ccc(Br)cc1,-1,14,-13,/,-9,-1,7,-0.7,-23
CCOC(=O)/C=c1/s/c(=C/c2ccccc2OC)c(=O)n1CC(=O)N1CCOCC1,2,2,-2,2.0,-5,-2,4,0.1,9
Cc1ccc(C)c(NC(=O)CN(C)C(=O)c2ccc(-n3cncn3)c([N+](=O)[O-])c2)c1,-2,-6,-1,-0.9,7,2,11,0.3,1
Cc1ccc(C(=O)N/N=C/c2ccc([N+](=O)[O-])s2)cc1,3,-6,-14,3.3,9,-2,-25,-1.3,9

# Continuation.
Molecule,MT1-MMP act inh,FAS-TE inh,E coli Lon inh,MsrA inh,SKN-1 inh,bovine MsrA act,CendR NRP1 mod,TbMetRS inhib,PABP1 MLLE inh
COc1ccc(NS(=O)(=O)c2cccc(C(=O)N/N=C(\C)c3cccnc3)c2)cc1,3,-3,-15,0.4,13,-1,0,0.1,-5
Cc1ccc2c(c1)C1CN(C)CCC1N2C(=O)c1ccccc1NS(=O)(=O)c1ccc(F)cc1 (centres undefined),-4,-3,8,-0.2,-4,-4,-4,-0.5,-4
O=c1cccc(-c2ccc(Br)cc2)o1,-1,-5,-2,0.3,4,-4,-15,-0.4,4
Cc1ccc(OCCN2CCN(c3nc(NCc4ccco4)c4ccccc4n3)CC2)cc1,5,22,-3,0.6,2,-3,-2,-0.9,-9

# Of the compounds above, these have a cyano group:
Molecule,MT1-MMP act inh,FAS-TE inh,E coli Lon inh,MsrA inh,SKN-1 inh,bovine MsrA act,CendR NRP1 mod,TbMetRS inhib,PABP1 MLLE inh
CCOC(=O)Cc1[nH]nc2c1C(c1cc(OC)ccc1OC)C(C#N)=C(N)O2 (centres undefined),-5,-7,-9,-1.4,-8,-2,2,-0.2,10
CCN1CCN(c2ccc(NC(=O)c3ccc(C#N)cc3F)cc2Cl)CC1,2,-1,1,1.0,-2,-3,9,-0.2,13
